Screens (PubChem BioAssay)
KCNQ1 block: human KCNQ1 channel inhibition | P51787 | CHO-K1 KCNQ1, FluxOR thallium flux fluorescence; active compounds read high | B-score at 10 µM | hit rate 1.3% among 310,000 | AID 2642;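 active means compounds whose thallium flux B-score, printed positive for inhibition, exceeds three library SD while starting fluorescence stays within three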;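 further: channel opened by potassium depolarization with thallium stimulus after 20 min compound exposure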
KCNK9 inh: human KCNK9 channel inhibition | HEK293 KCNK9, FluxOR thallium flux fluorescence; active compounds read low | hit rate 1.2% among 310,000 | B-score at 10 µM | Q9NPC2;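 active means ratio B-score over 3 SD below the library mean, with starting fluorescence within 5 SD of its mean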;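 further: negative B-score means less thallium flux so channel inhibition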
TRPC4 agonist: activators of mouse TRPC4 channel; Q9QUQ5; HEK293 TRPC4beta/mu-opioid, Fluo4 calcium fluorescence; active compounds read high; B-score at 10 µM; hit rate 0.49% among 310,000; AID 2237;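 active means B-score above 5 SD of library B-scores, and initial fluorescence ratio not above library mean plus 5 SD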;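 further: positive B-score marks a calcium rise read as TRPC4 activation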
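System: HEK293 cells stably co-expressing mouse TRPC4beta and mu-opioid receptor; Schedule: Fluo4 dye loading 45 min at room temperature, 110 s recording; Detection: Fluo4 fluorescence, kinetic; Evaluation: B-scored integrated calcium fluorescence ratio; Controls: buffer (low) and maximal DAMGO (high).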
KCNK3 inh: human KCNK3 channel inhibition, primary screen. B-score at 10 µM. hit rate 0.84% among 340,000. CHO-KCNK3 thallium flux, FluxOR fluorescence; active compounds read low. O14649. AID 602410;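 active means B-score under library mean minus 4 SD, starting fluorescence ratio at most library mean plus 5 SD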;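 further: more negative B-score means stronger inhibition of thallium flux through KCNK3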
Target sequence (O14649 whole entry, looked up): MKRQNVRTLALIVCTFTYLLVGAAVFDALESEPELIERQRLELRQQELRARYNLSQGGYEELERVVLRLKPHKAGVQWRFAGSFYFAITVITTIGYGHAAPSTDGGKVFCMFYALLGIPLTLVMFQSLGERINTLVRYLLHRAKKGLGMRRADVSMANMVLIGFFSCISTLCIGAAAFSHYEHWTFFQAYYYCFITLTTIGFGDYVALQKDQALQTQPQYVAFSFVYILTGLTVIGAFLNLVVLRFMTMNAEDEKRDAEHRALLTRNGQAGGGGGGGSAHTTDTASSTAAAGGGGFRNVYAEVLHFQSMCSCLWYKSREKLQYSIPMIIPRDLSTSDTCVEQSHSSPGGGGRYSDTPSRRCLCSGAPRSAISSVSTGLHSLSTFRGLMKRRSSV
HDAC3 inh: blocks human histone deacetylase 3; recombinant HDAC3, fluorogenic peptide/trypsin coupled, fluorescence; inhibition, % at 8.3 µM; hit rate 0.15% among 320,000; O15379; AID 2718; in the data active means inhibition above about 26%, passing the limit was not always enough
Target sequence (O15379 whole entry, looked up): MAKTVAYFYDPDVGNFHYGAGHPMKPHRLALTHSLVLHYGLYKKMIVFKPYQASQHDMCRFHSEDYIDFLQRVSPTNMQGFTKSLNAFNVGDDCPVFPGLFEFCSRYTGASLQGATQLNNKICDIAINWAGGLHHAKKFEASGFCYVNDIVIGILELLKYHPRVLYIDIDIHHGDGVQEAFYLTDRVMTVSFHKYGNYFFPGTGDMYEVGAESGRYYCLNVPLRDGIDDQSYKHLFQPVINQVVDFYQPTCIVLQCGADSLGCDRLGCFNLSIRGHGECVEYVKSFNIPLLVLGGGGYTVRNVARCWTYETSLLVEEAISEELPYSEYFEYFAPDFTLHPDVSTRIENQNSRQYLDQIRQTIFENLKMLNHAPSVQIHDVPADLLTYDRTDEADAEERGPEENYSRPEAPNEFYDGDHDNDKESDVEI
hERG protect: compounds protecting human hERG from proarrhythmic drug block. hit rate 0.51% among 310,000. activation (rescue from dofetilide block), less the hit threshold, % at 10 µM. CHO-hERG, FluxOR thallium flux, dofetilide IC70 present. Q12809;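 active means activation above the mean of controls blocked by dofetilide plus 5 SD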;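 further: thallium influx through hERG after potassium depolarization seen as dye fluorescence rise; in these data hits start at about 4.7%; inactives centre near -7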
TRPC4 PAM: allosteric potentiators of mouse TRPC4 channel; Q9QUQ5; HEK293 TRPC4beta/mu-opioid, DAMGO EC20, Fluo-4 Ca2+ flux; active compounds read high; B-score at 10 µM; hit rate 0.42% among 310,000;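 active means B-score of calcium response area above 5 SD of library B-scores, with initial fluorescence ratio within 5 SD of library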;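 further: B-score of integrated fluorescence ratio over time as area under calcium response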
KCNQ1 pot: human KCNQ1 channel potentiation or activation. P51787. CHO-K1 KCNQ1, thallium flux FluxOR fluorescence; active compounds read high. B-score at 10 µM. hit rate 0.35% among 310,000. AID 2648;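 active means fluorescence ratio B-score, a plate-corrected score, at least three library SD, with initial intensity B-score within 5 SD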
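Doses: Single concentration per compound, DMSO matched to controls | Test system: KCNQ1-transfected CHO-K1 cells | Timing: 90 min dye loading and 20 min compound exposure, both at room temperature | Measured by: Kinetic FluxOR thallium fluorescence, 10-s 1-Hz baseline, 110-s post-stimulus read | Medium: Assay buffer with matched DMSO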
TMEM16A inh: inhibitors of mouse TMEM16A calcium-activated chloride channel | Q8BHY3 | HEK293 TMEM16A/YFP iodide influx fluorescence, ionomycin | normalized B-score (activity score, 25-100; higher = stronger inhibition) at 10 µM | hit rate 1.2% among 310,000;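 active means ratio plate-corrected score three or more library SD toward inhibition, starting fluorescence score within five deviations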;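 further: score derived from kinetic fluorescence span divided by baseline fluorescence per well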
ANO1 activ: mouse TMEM16A channel activation, primary screen. Q8BHY3. B-score at 10 µM. HEK293 TMEM16A/YFP-H148Q/I152L, iodide quench fluorescence; active compounds read low. AID 623877. hit rate 0.3% among 340,000;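 active means fluorescence-ratio B-score plate-corrected deviation score at least 3 library SD below zero, with starting fluorescence score within 5 deviations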;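 further: channel opened by trigger with iodide after compound preincubation; score built on the fluorescence ratio of max minus min over baseline; more negative score means more quench and so TMEM16A activation or potentiation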
DYRK1A inh: inhibitors of rat Dyrk1A kinase; inhibition, % at 12.5 µM; AID 504441; hit rate 0.43% among 310,000; ADP-Glo luminescence, NFATc1 peptide; in the data active means inhibition above about 50%;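 further: plate controls were vehicle with enzyme for no effect and no enzyme for full effect; many of its hits are not listed in these tables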
* = called active by the depositor; i = inactive; · = not tested or not shown. A portion of the library; rates above refer to the full screens.

SMILES	KCNQ1 block	KCNK9 inh	TRPC4 agonist	KCNK3 inh	HDAC3 inh	hERG protect	TRPC4 PAM	KCNQ1 pot	TMEM16A inh	ANO1 activ	DYRK1A inh
COc1ccc(C2(C)NC(=O)N(CC(=O)Nc3ccc(C)cc3Br)C2=O)cc1OC (centres undefined)	i	i	i	i	0	-14	i	i	i	i	-1
CCCc1nc2nc(C)c(NS(=O)(=O)c3ccc([N+](=O)[O-])cc3)c(=O)n2[nH]1	i	i	i	i	3	-13	i	i	i	i	-6
CN(C)S(=O)(=O)c1cccc(C(=O)Nc2cc3c(cc2C(=O)O)OCCCO3)c1	i	i	i	i	-2	-2	i	i	i	i	-3
O=C(CCN1CCN(c2ccccc2)CC1)Nc1ccccc1	i	i	i	i	-9	-11	i	i	i	i	2
Cn1c(=O)[nH]c(=O)c2c1nc(CN1CCN(c3ccccc3F)CC1)n2CC(N)=O	i	i	i	i	-5	-14	i	i	i	i	3
CCNC(=S)SCCOc1ccccc1C	i	i	i	i	9	-8	i	i	i	i	-1
O=C(O)[C@H]1CCCN1C(=O)c1ccccc1N1C(=O)[C@@H]2Cc3c([nH]c4ccccc34)C(c3cccc(Cl)c3)N2C1=O (some centres undefined)	i	i	i	i	2	-4	i	i	i	i	-7
CC(C)OC(=O)c1ccc(N2CCN(c3ccc(F)cc3)CC2)nc1	i	i	i	i	4	-4	i	i	i	i	-2
COCCCNCCOCCOc1ccccc1-c1ccccc1	i	i	i	i	-7	-10	i	i	i	i	2
CCOC(=O)N1CCN(C(=S)Nc2ccc(C)cc2)CC1	i	i	i	i	0	-6	i	i	i	i	-3
CN(C)c1nc(N)nc(-c2nc3ccccc3s2)n1	i	i	i	i	1	-7	i	i	i	i	·
CC(=O)Nc1cccc(NC(=O)CSc2nnnn2C(C)C)c1	i	i	i	i	-1	0	i	i	i	i	-2
CSCC[C@H](NC(=O)N1CCn2c1nc1ccccc12)C(=O)N1CCCCC1	i	i	i	i	-5	-11	i	i	i	i	2
Cn1cc(S(=O)(=O)N2CCCC2)cc1C(=O)NCc1ccc(F)cc1	i	i	i	i	1	-12	i	i	i	i	2
Cc1cc(CNC(=O)CC2C(=O)NCCN2CC(c2ccccc2)c2ccccc2)on1 (centres undefined)	i	i	i	i	-3	-8	i	i	i	i	1
CCc1ccc(N2CC(C(=O)Nc3nnc(CC)s3)CC2=O)cc1 (centres undefined)	i	i	i	i	1	-6	i	i	i	i	4
CCN1C(=O)/C(=C2\C=Cc3cc(C)ccc3N2CC)OC1=S	i	i	i	i	2	2	i	i	i	i	4
O=[N+]([O-])c1ccccc1OCC(O)CN1CCN(CC(O)COc2ccccc2[N+](=O)[O-])CC1 (centres undefined)	11*	i	i	i	-2	-4	i	i	i	i	-3
O=C(NCc1csc(-c2cccs2)n1)Nc1ccc(F)cc1F	i	i	i	i	-11	-13	i	i	i	i	-2
Cc1cc(Nc2c(C)cccc2C)n2nc(C)nc2n1	i	i	i	i	6	-6	i	i	i	i	4
CCOc1cccc(C(=O)NC(=S)Nc2cccc(C)c2)c1	i	i	i	i	8	1	i	i	i	i	0
CCCCCCN(C(=O)CCCCCN1C(=O)NC(c2ccc(C(C)(C)C)cc2)C(C(=O)OCc2ccccc2)=C1C)C(C(=O)NCCCC)c1ccc(OCC(=O)OC)c(C(=O)OC)c1 (centres undefined)	i	i	i	·	·	2	i	i	·	·	·
C=CCOc1c(Br)cc(/C=C(\C#N)C(N)=O)cc1OC	i	i	i	i	2	-5	i	i	i	i	1
Cc1c(C(=O)N(Cc2cccc(Br)c2)C2CCS(=O)(=O)C2)oc2ccccc12 (centres undefined)	i	i	i	i	-2	-8	i	i	i	i	11
CC1=NN(C(=O)c2nn(C)cc2Br)C(O)(C(F)(F)F)C1 (centres undefined)	i	i	i	i	-2	-10	i	i	i	i	0
CO/N=C/c1c(C(=O)OC)nn(-c2ccccc2)c1Cl	i	i	i	i	1	-7	i	i	i	i	-7
CN(/N=C/c1ccc2c(c1)OCO2)c1ccccc1	i	i	i	i	3	-12	i	i	i	i	-4
O=C1c2ccccc2C(Nc2ccc(S(=O)(=O)N3CCCCCC3)cc2)N1c1ccccn1 (centres undefined)	i	i	i	i	-7	-4	i	i	i	i	2
COc1cc(/C=N/Nc2ccc(Cl)c(C(=O)O)c2)ccc1OC(=O)c1cccs1	·	·	·	i	14	·	·	·	i	i	-5
CCOC(=O)C1CCCCN1C(=O)CCn1nnnc1CN1CCOCC1 (centres undefined)	i	i	i	i	-4	-8	i	i	i	i	-3
COc1cc(C(=O)NNC2=NC(C)(C)Cc3cc(C)c(C)cc32)cc(OC)c1OC	i	i	i	i	-1	-11	i	i	i	i	2
O=S1(=O)CC(O)C(NCc2ccco2)C1 (centres undefined)	i	i	i	i	1	-13	i	i	i	i	0
CC(CNS(=O)(=O)c1ccccc1)Sc1nncn1C (centres undefined)	i	i	i	i	-3	-9	i	i	i	i	-3
Nc1nc(Nc2ccccc2F)nc(NCc2ccccc2)c1[N+](=O)[O-]	i	i	i	i	1	-14	i	i	i	i	·
CCOc1ccccc1NC(=O)c1ccc2c(c1)C(=O)N(CC(C)C)C2=O	i	i	i	i	-7	-5	i	i	i	i	15
CCOC(=O)N1CCN(C2=C(NS(=O)(=O)c3ccc(C)cc3)C(=O)c3ccccc3C2=O)CC1	i	i	i	i	3	-17	i	i	i	i	-4
O=C(CSCc1ccc(Cl)cc1)Nc1ccc(Br)cc1C(=O)O	i	i	i	i	4	-6	i	i	i	i	10
O=C(NCCSCc1ccccc1)c1ccc(F)cc1	i	i	i	i	-8	-10	i	i	i	i	0
Cn1c(O)c(N=NC(=O)CNC(=O)c2ccco2)c2ccccc21	i	i	i	i	1	-7	i	i	i	i	-1
Brc1cccc(C2CC(c3ccccc3)n3nnnc3N2)c1 (centres undefined)	i	i	i	i	-7	-11	i	i	i	i	-13

Looked up by compound from above, two records:
SMILES	KCNQ1 block	KCNK9 inh	TRPC4 agonist	KCNK3 inh	HDAC3 inh	hERG protect	TRPC4 PAM	KCNQ1 pot	TMEM16A inh	ANO1 activ	DYRK1A inh
CCCCCCN(C(=O)CCCCCN1C(=O)NC(c2ccc(C(C)(C)C)cc2)C(C(=O)OCc2ccccc2)=C1C)C(C(=O)NCCCC)c1ccc(OCC(=O)OC)c(C(=O)OC)c1 (centres undefined)	i	i	i	·	·	2	i	i	·	·	·
O=C(CSCc1ccc(Cl)cc1)Nc1ccc(Br)cc1C(=O)O	i	i	i	i	4	-6	i	i	i	i	10

Next part
SMILES	KCNQ1 block	KCNK9 inh	TRPC4 agonist	KCNK3 inh	HDAC3 inh	hERG protect	TRPC4 PAM	KCNQ1 pot	TMEM16A inh	ANO1 activ	DYRK1A inh
Cc1ccccc1NC(=O)CSc1ccc(-c2ccccn2)nn1	i	i	i	i	5	-3	i	i	i	i	-4
COc1ccc(CN(C(=O)c2oc3cc(C)ccc3c2C)C2CCS(=O)(=O)C2)cc1OC (centres undefined)	i	i	i	i	9	-10	i	i	i	i	6
Cc1cc(OCCCC(=O)NNC(=O)c2ccncc2)ccc1Cl	i	i	i	i	-7	-13	i	i	i	i	-2
CCc1cc(=O)oc2c(C)c(OCC(=O)NCCCn3ccnc3)ccc12	i	i	i	i	-6	-6	i	i	i	i	1
CC1(C)C2CCC1(CS(=O)(=O)Nc1ccc(S(=O)(=O)N3CCCC3)cc1)C(=O)C2 (centres undefined)	i	i	i	i	2	-10	i	i	i	i	0
Cc1ccc2c(c1)CCCN2C(=O)c1ccoc1C	i	i	i	i	3	-11	i	i	i	i	-14
COc1ccccc1CNC(=O)CCS(=O)(=O)Cc1ccc(C)cc1	i	i	i	i	-1	-8	i	i	i	i	-1
Cc1ccc(CNC(=O)C2CCC(CNc3c(N4CCOCC4)c(=O)c3=O)CC2)cc1 (centres undefined)	i	i	i	i	2	-9	i	i	i	i	-1
O=C(Nc1ccc(Cl)cc1)c1ccc(S(=O)(=O)N2CCOCC2)cc1	i	i	i	i	4	-4	i	i	i	i	2
CCOc1ccc(CCNC(=O)Cn2cccc2C(=O)c2ccccc2C)cc1OCC	i	i	i	i	7	-7	i	i	i	i	5
Cc1ccccc1N(C(=O)c1snc(C(N)=O)c1N)C(C(=O)NCC1CCCO1)c1ccc(F)cc1 (centres undefined)	i	i	i	i	-7	-7	i	i	i	i	-3
Cc1ccc(NC(=O)COC(=O)c2cc(Cl)cc(Cl)c2)c(Br)c1	i	i	i	i	6	3	i	i	i	i	-1
CC1CN(c2ccc(NC(=O)c3ccco3)cc2C(=O)O)CC(C)O1 (centres undefined)	i	i	i	i	-4	-5	i	i	i	i	·
O=C(Nc1ccc(F)cc1)NC1CCCc2ccccc21 (centres undefined)	i	i	i	i	-6	-2	i	i	i	i	2
CCOc1cc(CNc2ccccc2SC)ccc1O	i	i	i	·	-2	-8	i	i	i	·	·
CC(=O)Nc1sc(C)c(C)c1C(=O)Nc1ccc(C)cc1	i	i	i	i	-1	-2	i	i	i	i	-3
COc1ccc(CNC(=O)c2cc3cccc(OC)c3oc2=N)cc1	i	i	i	i	-1	-6	i	i	i	i	-6
Cc1cc(C)cc(NC(=O)C2CCN(c3nccs3)CC2)c1	i	i	i	i	5	-9	i	i	i	-14*	1
Cc1ccc(C)c(N2CCN(CC(=O)Nc3ccc4[nH]c(=O)[nH]c4c3)CC2)c1	i	i	i	i	-12	-7	i	i	i	i	1
CN(C)S(=O)(=O)c1cc(S(=O)(=O)N(C)C)c(Cl)cc1N	i	i	i	i	-1	0	i	i	i	i	-5
O=C(N/N=C\c1ccc(Br)o1)C1COc2ccccc2O1 (centres undefined)	i	i	i	i	2	-10	i	i	i	i	5
CCN(CCn1cccn1)C(=O)C1CCC(=O)N(CC2CCCCC2)C1 (centres undefined)	i	i	i	i	3	-7	i	i	i	i	0
COc1cc(CCC(=O)OCC(=O)Nc2c(C)cccc2C(C)C)cc(OC)c1OC	i	i	i	i	-5	-7	i	i	i	i	-2
NC(=O)c1sc2nc(N3CCCCC3)c3c(c2c1N)CCCC3	i	i	i	i	1	-20	i	i	i	i	0
Cc1ccc(-c2csc3ncnc(NCCC(=O)O)c23)cc1C	i	i	i	i	-1	-4	i	i	i	i	32
O=C(C1CCN(c2nnnn2-c2ccccc2)CC1)N1CCN(c2ccccc2)CC1	i	i	i	i	-3	-8	i	i	i	i	2
CCC(=O)Nc1cccc(C(=O)OC)c1	i	i	i	i	2	-2	i	i	i	i	0
CCCCC(=O)Nc1ccc(NC(=O)c2cccnc2)cn1	i	i	i	i	-3	-6	i	i	i	i	-2
